Screening data: PubChem BioAssay, several laboratories
HIF-2a inh – HIF-2a inhibition. 786-0 RCC cells HIF-2a reporter, luciferase luminescence, overnight. inhibition, % at 18.8 µM. AID 624352. 360,000 compounds, 0.72% hits;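 active = inhibition of the luminescence signal of 40% or more relative to plate controls, in a single-dose primary screen at 18.75 µM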
H9c2 protect – myocardial damage modulation in H9c2 cells. H9c2 cardiomyocytes, H2O2 injury protection, ATPLite, 2 h. protection from H2O2 cell death, % at 20 µM. 360,000 compounds, 0.63% hits;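 active = compounds giving at least 50% protection of heart cells from peroxide-induced death in the single-dose screen, raw or plate-pattern-corrected value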;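 note: 0% = DMSO wells with peroxide and 100% = DMSO wells without peroxide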
CaV13 ICDI inh – Primary screen for inhibitors of IQ motif and Ca2+-dependent inactivation inhibitor domain binding in CACNA1D, Förster resonance energy transfer in living cells, …. inhibition, % at 12.3 µM. 340,000 compounds, 0.098% hits. AID 743397. HEK cells, CFP/YFP FRET ICDI-IQ, plate reader, 10 min; percent FRET-ratio fall versus neutral wells;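 active = mean replicate inhibition of at least 30% and at least 1% of replicates passing that level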;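 note: 0% = median of the neutral control wells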
hiPSC survival – enhancers of human iPSC single-cell survival; hiPSC single-cell survival, ATPlite luminescence; 100% = ROCK inhibitor wells, 0% = DMSO; survival enhancement, % at 20 µM; 360,000 compounds, 0.044% hits; AID 602274; in the data active = survival enhancement above about 18%;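 note: cells exposed to compounds for 16 hours before the ATP read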
PDI turbidity – PDI (human) enzyme inhibition | P07237 | PDI insulin aggregation turbidity, A650, 90 min | inhibition, % at 10 µM | 350,000 compounds, 0.052% hits | AID 588391;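 active = mean inhibition across replicates of 30% or more, whatever share of single replicates reach that level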;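 note: absorbance from insulin aggregation driven by PDI reduction with DTT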
Target sequence (P07237 whole entry, looked up): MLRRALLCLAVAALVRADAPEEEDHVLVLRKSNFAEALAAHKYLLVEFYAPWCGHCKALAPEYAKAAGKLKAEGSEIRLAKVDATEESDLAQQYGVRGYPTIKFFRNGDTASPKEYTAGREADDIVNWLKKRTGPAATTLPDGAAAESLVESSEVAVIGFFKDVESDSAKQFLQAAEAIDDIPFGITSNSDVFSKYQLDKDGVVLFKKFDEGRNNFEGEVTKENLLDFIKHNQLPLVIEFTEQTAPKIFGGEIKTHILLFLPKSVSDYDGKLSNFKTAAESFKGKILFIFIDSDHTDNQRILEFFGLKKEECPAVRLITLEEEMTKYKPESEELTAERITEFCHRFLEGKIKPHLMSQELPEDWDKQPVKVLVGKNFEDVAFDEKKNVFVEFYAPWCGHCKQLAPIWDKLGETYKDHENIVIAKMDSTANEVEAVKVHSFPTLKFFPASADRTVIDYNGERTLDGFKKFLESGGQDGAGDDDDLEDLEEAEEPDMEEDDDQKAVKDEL
HTR2A ag – activates the mouse 5-HT2A serotonin receptor | AID 624169 | CHO-K1 mHTR2A beta-arrestin complementation, luminescence; percent of 30 µM serotonin response | P35363 | 360,000 compounds, 0.66% hits | activation, % at 7.6 µM;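 active = activation above a run cutoff, the mean activation of all tested compounds plus 3 SD, cut at about 14% in these data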;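 note: 0% = plate median of compound wells and 100% = 30 µM serotonin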
Shn3 3UTR inh – inhibitors of Schnurri-3 3'UTR reporter in osteoblasts | 360,000 compounds, 0.52% hits | inhibition, % at 12.5 µM | Clone20 osteoblast Shn3 3'UTR firefly luciferase, 24 h;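 active = mean inhibition of at least 75% with every replicate also reaching 75%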;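 note: 0% = median of neutral control wells and 100% = pilot-screen positive control compound; some compounds past the cut are filed as inactive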
Peg3 promoter – Peg3 promoter activity inhibition | HeLa PEG-Prom luciferase reporter, luminescence, overnight | inhibition, % at 20 µM | 360,000 compounds, 1.7% hits | AID 588405;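 active = inhibition of at least 50% at 20 µM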
NR2E3 ag-1 – NR2E3 (human) agonism. Q9Y5X4. GST-NR2E3/biotin-RetCOR TR-FRET, 1536-well. inhibition of corepressor binding, % at 4.78 µM. 320,000 compounds, 0.12% hits. AID 2300;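 active = percent inhibition above the cutoff of mean plus 3 SD of all tested compounds, set per screening campaign, cut at about 20% in these data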;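 note: 0% = DMSO wells and 100% = biotin wells as full block of FRET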
Target sequence (Q9Y5X4 whole entry, looked up): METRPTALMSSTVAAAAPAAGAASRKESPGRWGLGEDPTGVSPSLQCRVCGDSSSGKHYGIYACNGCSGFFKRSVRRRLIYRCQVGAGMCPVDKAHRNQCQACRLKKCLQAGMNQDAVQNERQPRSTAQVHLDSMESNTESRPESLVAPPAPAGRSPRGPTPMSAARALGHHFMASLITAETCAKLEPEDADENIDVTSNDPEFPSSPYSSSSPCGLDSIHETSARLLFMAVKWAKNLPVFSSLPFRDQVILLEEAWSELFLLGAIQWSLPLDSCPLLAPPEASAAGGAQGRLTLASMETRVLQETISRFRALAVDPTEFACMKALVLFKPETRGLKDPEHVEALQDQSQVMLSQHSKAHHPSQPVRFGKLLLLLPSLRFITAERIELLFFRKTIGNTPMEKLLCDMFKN
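Material: NR2E3–RetCOR corepressor complex / Incubation: Compound–protein incubation for 5 h at 4 °C / Dosing: compound at 4.8 µM, single dose / Detection: time-resolved FRET / Benchmarks: high control biotin, low control 0.6% DMSO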
MITF TRPM1 inh – reduces MITF-dependent TRPM1 promoter luciferase signal | 330,000 compounds, 0.83% hits | inhibition, % at 12.5 µM | SK-MEL-5 TRPM1 promoter luciferase, 24 h;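 active = mean inhibition across replicates of 60% or more, whatever share of single replicates reaches that level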; note: values of inactives mirror those of a sister screen read the other way
NR2E3 ag-2 – activates human NR2E3 receptor. AID 602229. 360,000 compounds, 0.35% hits. Q9Y5X4. CHO-S Gal4-NCOR/VP16-NR2E3 two-hybrid, luciferase. inhibition of corepressor binding, % at 3.98 µM;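 active = inhibition above the mean of all tested compounds plus 3 SD, cut at about 70% in these data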;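 note: 0% = DMSO with NR2E3 transfected cells and 100% = cells lacking NR2E3 construct; higher means lower luciferase signal from less NR2E3 corepressor binding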
* hit, by the source's call; . = no result given.

SMILES	HIF-2a inh	H9c2 protect	CaV13 ICDI inh	hiPSC survival	PDI turbidity	HTR2A ag	Shn3 3UTR inh	Peg3 promoter	NR2E3 ag-1	MITF TRPM1 inh	NR2E3 ag-2
Cc1c(NC(=O)c2cc3ccccc3o2)c(=O)n(-c2ccccc2)n1C	11	-2	-8	-4.6	3	10	-10	10	2	2	2
CCN(CC(O)Cn1c2ccccc2c2ccccc21)S(=O)(=O)c1ccc(F)cc1 (configuration not stated)	17	-6	-8	-0.6	3	7	2	29	3	10	-5
Cc1ccc(C)c(Cn2nnc3c(=O)[nH]c(C4CCCN(C(=O)c5ccco5)C4)nc32)c1 (configuration not stated)	9	6	-5	-0.3	1	1	12	25	4	13	-27
CCn1c(SCc2ccc(Cl)cc2Cl)nc2nc3c(cc2c1=O)CCCC3	15	-6	-4	0.9	-14	-2	29	9	1	-2	-16
Nn1c(COc2cccc(Br)c2)nnc1SCC(=O)N1CCc2ccccc2C1	10	-3	-5	-1.2	0	-1	19	-4	1	-4	2
Cc1ccc(-c2nc3ccccn3c2NCc2ccc3c(c2)OCO3)cc1	-168	-4	.	-3.6	3	-4	-71	-178	-4	-29	-34
COC(=O)c1cccc(C23CC4(C2)[C@H](CN(Cc2ccc(C(F)(F)F)cc2)[C@@H]4c2ccccc2)C3c2ccc(Cl)nc2)c1 (some centres not stated)	7	-3	-10	-1.0	14	6	17	-9	4	-2	-14
COc1cc(-c2cc(C(=O)O)c3c(OC)c(OC)c(OC)cc3n2)ccc1O	16	4	-2	-0.2	13	2	10	13	2	10	-12
O=C1OC[C@@H]2CCCN2C(=O)[C@@H](CC(=O)N(CCO)Cc2ccccc2)C/C=C\C[C@@H]1Cc1ccc(F)cc1	18	17	-5	-3.4	6	-4	22	12	.	-13	-9
Cn1cnnc1SCCn1c(N2CCCCC2)nc2c1c(=O)[nH]c(=O)n2C	6	-1	-3	-0.8	-5	5	-3	-3	3	3	-1
CCOC(=O)N1CCN(C(=O)c2ccc(-n3c(=S)[nH]c4ccccc4c3=O)cc2)CC1	8	5	-3	-3.3	-8	7	7	18	1	21	-20
Cc1ccc(C(=O)O)cc1NC(=S)NC(=O)C(c1ccccc1)c1ccccc1	9	11	-3	-2.3	-6	3	11	16	0	-6	-12
Cc1nn(Cc2ccccc2)c2c1C(c1ccccc1)C(C#N)=C(N)O2 (configuration not stated)	19	2	-5	3.1	-1	-1	-7	5	-5	7	-4
O=C(NC1CCCCC1)C1CC(=O)N(c2ccccc2)C1 (configuration not stated)	-7	2	-3	0.9	-3	-4	-5	7	7	-18	-14
O=C(O)/C=C/C(=O)NCCc1ccccc1	10	-6	0	-0.3	2	3	1	16	1	3	17
CCN(CC(=O)NNC(=O)c1ccccc1)Cc1ccc(OC)c(F)c1	-17	15	-5	-4.7	8	-4	-6	-8	.	-14	-4
COc1cccc(/C=N/NC(=O)CCCC(=O)NC2CCCCC2)c1	7	-2	-4	0.9	4	7	17	5	-3	10	29
O=c1[nH]c(=S)[nH]c2scc(-c3ccc(Br)cc3)c12	-43	4	-1	-0.6	13	-2	5	-21	9	-3	-48
COCC(=O)N(C)C[C@@H]1Oc2cc(Br)ccc2S(=O)(=O)N([C@H](C)CO)C[C@H]1C	3	13	-7	1.4	7	6	-2	0	.	.	7
c1ccc(OCc2nn3c(C4CCCCC4)nnc3s2)cc1	-3	-5	-5	-0.5	-1	-7	9	7	6	2	-4
CC(C)CSc1nc(N)nc2c1ncn2C1OC(CO)C(O)C1O (configuration not stated)	-26	2	-7	-2.2	-1	1	7	-27	.	-6	11
O=C(N/N=C/c1c(F)cccc1Cl)c1cc(C2CC2)[nH]n1	-235	9	-6	-0.4	-22	-9	-70	-142	3	-56	-31
O=C(CCNS(=O)(=O)c1cccs1)N1CCc2ccccc2C1	-152	19	0	-0.8	16	1	-22	-82	1	-42	-37
O=C(Nc1ccc(S(=O)(=O)Nc2ncccn2)cc1)c1cccnc1	-2	-4	-3	1.2	-3	0	-5	-1	1	-12	-79
O=C(NC(Cc1ccccc1)C(=O)O)/C(=C/c1ccco1)NC(=O)c1cccc(Br)c1 (configuration not stated)	11	8	-19	1.4	14	1	-17	-1	2	-6	-1

Filtered by structure, the entries above containing a furan ring, fused or not.
SMILES	HIF-2a inh	H9c2 protect	CaV13 ICDI inh	hiPSC survival	PDI turbidity	HTR2A ag	Shn3 3UTR inh	Peg3 promoter	NR2E3 ag-1	MITF TRPM1 inh	NR2E3 ag-2
Cc1c(NC(=O)c2cc3ccccc3o2)c(=O)n(-c2ccccc2)n1C	11	-2	-8	-4.6	3	10	-10	10	2	2	2
Cc1ccc(C)c(Cn2nnc3c(=O)[nH]c(C4CCCN(C(=O)c5ccco5)C4)nc32)c1 (configuration not stated)	9	6	-5	-0.3	1	1	12	25	4	13	-27
O=C(NC(Cc1ccccc1)C(=O)O)/C(=C/c1ccco1)NC(=O)c1cccc(Br)c1 (configuration not stated)	11	8	-19	1.4	14	1	-17	-1	2	-6	-1

More records.
SMILES	HIF-2a inh	H9c2 protect	CaV13 ICDI inh	hiPSC survival	PDI turbidity	HTR2A ag	Shn3 3UTR inh	Peg3 promoter	NR2E3 ag-1	MITF TRPM1 inh	NR2E3 ag-2
N#C/C(C(=O)NCCc1ccccc1)=C1/N=C(NC(=O)c2cccs2)c2ccccc21	-14	2	-20	0.8	-4	4	7	-30	-4	-9	-18
O=C(OCC(=O)N1CCCCCC1)c1ccc(F)cc1F	-32	1	-6	-0.3	-8	3	-20	-266	.	-45	3
CC1CCCCC12NC(=O)N(CC(=O)N1CCN(c3ncccn3)CC1)C2=O (configuration not stated)	19	7	-5	-0.1	-9	4	-6	1	3	-3	10
O=C1/C(=C/c2cccc(F)c2)SC(=S)N1NS(=O)(=O)c1ccccc1	-48	-1	-4	1.6	8	-9	1	33	3	-3	-5
COc1ccc(CC(=O)NNC(=O)COc2ccc(Br)cc2C)cc1OC	22	-1	-5	0.0	10	3	-6	-1	-3	-3	-7
Cc1ccc(S(=O)(=O)N2CCCC(C(=O)NCc3ccco3)C2)cc1Cl (configuration not stated)	17	0	-9	8.5	-1	0	-7	-16	2	-4	16
COc1ccc(Cl)cc1NC(=O)c1nc2nc(C)cc(C(F)F)n2n1	-2	13	-4	1.7	.	1	15	13	-2	.	-21
Nc1ncc(Br)cc1S(=O)(=O)NCCC(=O)NC1CCCCC1	7	2	-2	-0.4	-7	-7	-5	-13	1	4	-9
CC(CCc1ccccc1)NC(=O)c1ccco1 (configuration not stated)	11	-6	-5	-3.4	-6	5	12	1	3	11	8
O=C(c1cnn(-c2cccc(F)c2)c1)c1ccccc1O	-99	-4	-4	-0.5	5	1	-75	-97	-1	-48	-169
Cc1cccc(C)c1NC(=O)Cn1nnc(C(=O)Nc2ccc(F)cc2F)c1N	24	-4	-15	-0.6	-3	-4	7	11	-3	1	-22
CC1=C(C(=O)N2CCOCC2)CC(CC(=O)NCc2cccs2)C(=O)N1CCCN1CCCC1=O (configuration not stated)	2	4	-4	-0.2	.	1	-2	1	.	.	19
CN1C(=O)c2ccccc2C(C(=O)O)C1c1cccc([N+](=O)[O-])c1 (configuration not stated)	8	-1	0	-0.7	10	2	3	-3	5	7	11
Cc1cc(Cl)ccc1C(O)c1ncc(-c2ccccc2Cl)[nH]1 (configuration not stated)	-29	-8	-2	2.2	6	-1	-1	4	.	.	-16
O=C(N/N=C/C=C/c1ccc([N+](=O)[O-])cc1)C1COc2ccccc2O1 (configuration not stated)	17	27	-5	-1.1	-3	-1	-4	9	0	8	-10
CCOC(=O)c1nn(-c2ccccc2)c(C)c1C(C)=O	14	-2	-4	-1.5	3	4	-7	10	-1	6	-12
Cc1ccccc1Cn1nc(C)c(NC(=O)c2noc3c2CC(C(C)(C)C)CC3)c1C (configuration not stated)	9	-7	-4	0.5	-3	5	0	25	-2	-5	-3
CCN(CC(=O)Nc1ccc(NC(C)=O)cc1)C(=O)c1cccc(S(=O)(=O)N2c3ccccc3CC2C)c1 (configuration not stated)	11	-4	-6	-0.4	-5	-1	15	-1	7	2	-4
OCC1CCCN(C2CCN(Cc3nc(Cc4cccc(C(F)(F)F)c4)no3)CC2)C1 (configuration not stated)	10	4	-3	1.7	5	-1	-11	-3	0	2	10
COCCN(C(=O)c1ccc(N2CCCC2=O)cc1)c1c(N)n(CC(C)C)c(=O)[nH]c1=O	13	5	-5	-0.2	6	-1	-4	-1	2	0	21
Cc1ccc(CNS(=O)(=O)c2ccc([N+](=O)[O-])cc2)cc1	3	4	-4	0.0	-2	-2	1	12	1	-5	8
CC(Oc1ccc(F)cc1)C(=O)Nc1ccc(N2CCOCC2)cc1N1CCOCC1 (configuration not stated)	18	-1	-2	0.0	-2	8	9	1	2	-1	-13
C#CCOCCOCCOCCNc1nc(N2CCN(C(=O)Cn3cc(CC(C)O)nn3)CC2)nc(N2CCN(C(=O)[C@H]([C@@H](C)CC)n3cc(CCCCN)nn3)CC2)n1 (some centres not stated)	8	1	-9	-0.1	10	-2	71	-12	.	4	-2
COc1ccc(CCNC(=O)CN2CCCc3ccccc32)cc1OC	-2	0	-6	-0.2	-7	-5	14	8	0	15	-30
CC(NC(=O)Nc1ccccc1F)C(C)(C)C (configuration not stated)	4	3	-1	7.3	-1	2	10	-8	1	-8	-13
SMILES	HIF-2a inh	H9c2 protect	CaV13 ICDI inh	hiPSC survival	PDI turbidity	HTR2A ag	Shn3 3UTR inh	Peg3 promoter	NR2E3 ag-1	MITF TRPM1 inh	NR2E3 ag-2
CCNC(=S)NNc1nc(N2CCCCC2)nc(N2CCOCC2)n1	24	-2	-6	0.6	2	0	-5	-2	3	-6	-5
Cc1cc(C)c2c(ccc3ccccc32)n1	-23	11	-6	0.6	3	-4	-9	-29	.	-7	-15
CC1CN(C(=O)Cc2ccc(-c3ccccc3)cc2)CC(C)O1 (configuration not stated)	4	0	-8	-2.4	8	11	6	13	0	-1	-25
O=C(NCCCn1ccnc1)c1cccc(Cl)c1	16	9	-3	0.0	-1	-3	-4	10	2	1	-17
C[C@@H]1CN([C@H](C)CO)C(=O)CCCn2nncc2CO[C@H]1CN(C)S(=O)(=O)c1ccc2ccccc2c1	9	4	.	-0.1	0	-2	12	9	.	.	2
CCCOC(=O)Nc1nc(-c2ccc(C)cc2)c(C)s1	-133	-6	3	0.9	1	-2	-16	-134	1	-25	-48
COc1ccc(NC(=O)c2ccc(Cn3cc(Cl)cn3)cc2)cc1	-83	2	-6	0.7	-2	-9	-15	-47	-3	-18	21
CC(=O)N[C@H]1[C@H]([C@H](O)[C@H](O)CO)OC(C(=O)O)=C[C@@H]1O	3	13	-5	-2.8	-11	4	-8	-2	6	6	-17
O=C(Nc1ncc(S(=O)(=O)c2ccc([N+](=O)[O-])cc2)s1)c1ccccc1F	-18	-13	0	-0.6	-6	0	-8	24	3	0	-8
CCCN(CCC)C(=O)c1ccc2c(c1)N(CC)C(=O)c1ccccc1S2(=O)=O	9	2	-18	0.8	-1	-3	13	12	-2	6	-24
CN1CCN(C(=O)/C=C/c2ccccc2)CC1	5	-1	-4	-0.3	-5	2	0	-2	2	-10	-39
